Screening results as filed in PubChem.
HTR5A inv ag: inverse agonist of human HTR5A in OPRM1-OPRD1 counter-screen; P47898; HTR5A cell line, luminescence, inverse agonism; inhibition, % at 9.3 µM; actives 0.083% (n = 340,000); in the data active = inhibition mostly above about 23%, no sharp cut-off; inactive = mostly below about 18%;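 note: 0% = cells with DMSO and 100% = no-cell wells with DMSO; some compounds called inactive have numbers as strong as hits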
Wnt act: activates Wnt/beta-catenin signaling in a reporter cell assay. activator, plate reader. activation, % at 9.35 µM. actives 1.2% (n = 300,000). AID 743398; in the data active = activation above about 30%, passing the limit was not always enough; inconclusive = no clear call, values can overlap the other calls;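 note: 0% = neutral control wells and 100% = positive control wells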
MITF act: MITF TRPM1 promoter activation in melanoma cells. SK-MEL-5 TRPM1-promoter luciferase, 24 h; % of positive control, neutral wells = 0. activation, % at 12.5 µM. actives 0.75% (n = 300,000);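 active = mean activation of at least 80% with every replicate also reaching 80%; inconclusive = mean reaches 80% but some replicate falls short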;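 note: 0% = neutral control wells and 100% = parthenolide positive control wells; values of inactives mirror those of a sister screen read the other way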
SR-BI HDL uptake: mouse SR-BI HDL lipid transfer inhibition. actives 0.96% (n = 320,000). ldlA[mSR-BI] CHO cells, DiI-HDL uptake fluorescence, 3 h. inhibition, % at 12.5 µM. AID 488896;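 active = mean replicate inhibition of at least 70% and a set share of replicates each scoring 70 or more; inconclusive = meets just one of the two criteria; inactive = fails both criteria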;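 note: 0% = median of neutral control wells and 100% = median of positive control wells; values of inactives mirror those of a sister screen read the other way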
Target sequence (Q61009 whole entry, looked up): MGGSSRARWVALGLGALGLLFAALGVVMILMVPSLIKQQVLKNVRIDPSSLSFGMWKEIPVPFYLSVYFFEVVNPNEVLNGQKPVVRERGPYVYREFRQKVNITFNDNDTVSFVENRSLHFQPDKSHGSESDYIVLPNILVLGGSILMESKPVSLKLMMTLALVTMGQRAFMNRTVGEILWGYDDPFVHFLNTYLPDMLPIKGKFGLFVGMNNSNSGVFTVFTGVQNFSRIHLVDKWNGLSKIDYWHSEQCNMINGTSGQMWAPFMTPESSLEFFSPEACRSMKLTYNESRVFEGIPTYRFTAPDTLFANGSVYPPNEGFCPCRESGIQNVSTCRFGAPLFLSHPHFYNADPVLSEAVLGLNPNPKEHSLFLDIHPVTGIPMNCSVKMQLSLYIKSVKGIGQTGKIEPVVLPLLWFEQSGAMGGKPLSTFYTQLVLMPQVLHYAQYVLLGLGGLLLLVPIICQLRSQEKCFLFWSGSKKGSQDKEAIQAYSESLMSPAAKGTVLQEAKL
CDK5 p35 inh: CDK5/p35 (human) kinase inhibition | Q00535+Q15078 | Recombinant CDK5/p35, ADP-Glo luminescence, 60 min | inhibition, % at 10 µM | actives 0.01% (n = 330,000) | AID 488839;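 active = highest replicate inhibition of at least 50% and at least 75% of replicates reaching 50%; inconclusive = only one of the two criteria met; inactive = both criteria failed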;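 note: plate controls were DMSO neutral control for no effect and GW8510 at 10 µM for full effect; many of its hits are not listed in these tables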
V-ATPase pHluor: alters yeast V-ATPase proton transport; S. cerevisiae, pHLuorin cytosolic pH fluorescence; response, % at 10 µM; actives 0.37% (n = 350,000); AID 504577; in the data active = response mostly above about 7.3%, no sharp cut-off; inactive = mostly below about 5.4%; note: actives read high; inactives centre near 0; some compounds called inactive have numbers as strong as hits; reference of the scale not given here
HTR5A ag ctr: HTR5A agonism, opioid heterodimer counter-screen | P47898 | HTR5A agonist assay, luminescence, cell-based | activation, % at 9.3 µM | actives 0.61% (n = 340,000) | AID 504692; in the data active = activation mostly above about 9.5%, no sharp cut-off; inactive = mostly below about 7.6%;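 note: 0% = cells with vehicle only and 100% = reference agonist; strong numbers were not always called active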
NSD2 inh: blocks human histone methyltransferase NSD2 | O96028 | NSD2 peptide methylation, AlphaScreen, 120 min | inhibition, % at 12.5 µM | actives 0.54% (n = 310,000); in the data active = inhibition above about 50%
PvdQ acylase: blocks Pseudomonas aeruginosa PvdQ acylase activity. inhibition, % at 10 µM. actives 0.063% (n = 340,000). purified PvdQ acylase, fluorescence plate reader; in the data active = inhibition above about 30%, passing the limit was not always enough; inconclusive = no clear call, values can overlap the other calls;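 note: 0% = vehicle neutral wells and 100% = reference inhibitor wells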
dFosB act: activators of mouse delta FosB homodimer; P13346; purified delta FosB, TAMRA-CDK5 oligo fluorescence polarization; percent of positive-control signal above neutral wells; activation, % at 25 µM; actives 0.99% (n = 340,000); AID 493131;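 active = mean activation above about 17%, with every replicate also reaching it, limit read from the data, passing the limit was not always enough; inconclusive = only one of the two conditions met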;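 note: fluorescence polarization rise as delta FosB binds a TAMRA Cdk5 AP-1 oligo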
Target sequence (P13346 whole entry, looked up): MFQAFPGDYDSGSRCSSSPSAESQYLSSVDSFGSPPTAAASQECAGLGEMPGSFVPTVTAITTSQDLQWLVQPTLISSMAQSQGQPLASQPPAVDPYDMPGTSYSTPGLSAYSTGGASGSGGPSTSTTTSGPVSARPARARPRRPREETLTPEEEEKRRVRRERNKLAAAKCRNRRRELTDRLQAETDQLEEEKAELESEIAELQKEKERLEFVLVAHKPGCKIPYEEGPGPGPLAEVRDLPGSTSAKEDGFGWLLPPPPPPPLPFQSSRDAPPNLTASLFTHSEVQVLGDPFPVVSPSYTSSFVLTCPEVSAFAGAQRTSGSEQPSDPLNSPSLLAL
* hit, by the source's call; ? = inconclusive; . = not tested or not shown. Hits appear at their usual frequency; 5% or so of the library scored in one or more.

SMILES | HTR5A inv ag | Wnt act | MITF act | SR-BI HDL uptake | CDK5 p35 inh | V-ATPase pHluor | HTR5A ag ctr | NSD2 inh | PvdQ acylase | dFosB act
O=C(CNS(=O)(=O)c1ccccc1)NNC(=O)C(Cl)Cl | 8 | -1 | 11 | -29 | -0.1 | -1 | -3 | -3 | -12 | -1
CC1(C)CC(=O)C=C(Nc2ccc(O)c(C(=O)O)c2)C1 | -19 | 10 | . | 0 | 1.9 | 5 | 5 | 2 | 8 | 2
COc1ccc(Cl)cc1NC(=O)CN1CCN(S(=O)(=O)N2CCOCC2)CC1 | -1 | -6 | -2 | 5 | -0.5 | -2 | 1 | 5 | -12 | -1
CC(Sc1n[nH]c(=O)n1Cc1ccccc1)C(=O)NCC1CCCO1 (stereo not given) | -25 | -1 | 0 | 4 | -1.7 | 0 | 3 | 0 | 6 | -5
Cc1cc(C)n(CCNC(=O)C2CCC(=O)N(CC3CCCCC3)C2)n1 (stereo not given) | 9 | 1 | 3 | -10 | . | -4 | 2 | -3 | -12 | -8
COC(=O)c1ccc(CSc2nnc(NC(=O)c3cc4c(s3)CCCC4)s2)cc1 | -5 | . | 17 | 11 | 0.8 | -1 | 2 | 4 | -11 | -6
O=C1CC2C(CCC23OCCO3)c2ccc3ccccc3c21 (stereo not given) | 8 | 13 | 39 | 23 | 1.3 | -6 | -2 | 1 | 11 | -5
CC1CCN(CCNC(=O)CN(C)S(=O)(=O)c2cccc3nsnc23)CC1 | 4 | -8 | -1 | -8 | 0.9 | -4 | 2 | . | 0 | -1
CCOc1ccc(C2CC(c3ccccc3C)n3ncnc3N2)cc1 (stereo not given) | 7 | -1 | . | -5 | 2.9 | -2 | -3 | . | -15 | -6
CC1CC(C)CN(CCOCCSc2ccccc2)C1 (stereo not given) | -15 | -3 | 4 | -11 | -4.5 | 1 | 4 | 1 | -21 | -1
CCc1ccc(CCC(=O)N2CCN(S(=O)(=O)c3sc(C(=O)O)c(C)c3C(=O)O)CC2)cc1 | 1 | -6 | -1 | 0 | -0.8 | -2 | 0 | -1 | -15 | -1
CC(C)C1=C2CCCCC2NC(=O)N1 (stereo not given) | -4 | 3 | -4 | -18 | -0.2 | 2 | 2 | 21 | 4 | 5
CCc1ccc(C(=O)N/N=C/c2cccc3ccccc23)nc1 | -57 | 5 | 60 | 10 | -1.6 | -3 | 7 | -1 | -3 | -4
Cn1cnnc1SCc1ccc(C(=O)N/N=C(\CCC(=O)O)c2ccc(C(C)(C)C)cc2)cc1 | -23 | 1 | 6 | -13 | -0.3 | 4 | 12 | -1 | -13 | 0
Cc1nn(C(=O)c2cccs2)c(C)c1CN1C(=O)c2ccccc2C1=O | -4 | 0 | -18 | 21 | -1.0 | 2 | 6 | -1 | -8 | 0
O=C(N/N=C/c1ccc(Br)o1)c1cccnc1 | 0 | -2 | 9 | 13 | 0.7 | -2 | 7 | -3 | -11 | 0
Cc1ccc(C2=NN(C(=O)CCCC(=O)O)C(c3ccco3)C2)cc1 (stereo not given) | 5 | 3 | 1 | -22 | -1.4 | -4 | -2 | 0 | -12 | -5
Cc1ccccc1-c1nc2cc(Cl)ccc2o1 | -9 | 38* | ? | -1 | 1.4 | 1 | 0 | 9 | -6 | -5
OC(CN1CCc2ccccc2C1)c1ccccc1 (stereo not given) | 17 | 0 | -13 | -15 | 0.2 | -3 | -3 | -3 | -8 | -3
CC(=O)Nc1ccc(N2C(=O)C3C4CC(=O)C(c5ccccc54)C3C2=O)cc1 (stereo not given) | -36 | . | -7 | -14 | -0.4 | -3 | -2 | 0 | 5 | -4
CN(CC(=O)O/N=C(\N)c1ccccn1)S(=O)(=O)c1ccc(Br)cc1 | 0 | . | 9 | 17 | -1.1 | -1 | 0 | 3 | -11 | -1
Cc1ccc(NC(=O)CCN2C(=O)C3C4CCC(C4)C3C2=O)cc1Cl (stereo not given) | -5 | 3 | 9 | 5 | -7.3 | -3 | 4 | -2 | -11 | -6
N#Cc1ccc(Oc2ccc(C#N)c(C#N)c2)cc1C#N | 14 | 0 | 0 | 26 | 1.2 | 0 | -3 | -2 | -8 | 1
CC(C)(C)c1nc2c(s1)CCc1onc(-c3ccc(Cl)cc3)c1-2 | -17 | 1 | 1 | -7 | -1.4 | 6 | 3 | . | -8 | 1
O=C(CCC1N=C2c3ccccc3N=C(SCc3ccccc3Cl)N2C1=O)NCc1ccco1 (stereo not given) | -16 | -4 | 0 | 0 | 0.0 | -2 | -5 | 3 | -4 | -12
CC(NC(=S)Nc1ccccc1C(F)(F)F)C1CC2CCC1C2 (stereo not given) | -19 | -2 | -11 | -9 | -0.8 | -4 | 5 | -7 | 1 | -6
CCCCN(C(=O)/C=C/c1ccco1)c1c(N)n(Cc2ccccc2)c(=O)[nH]c1=O | 8 | -1 | 9 | -11 | -0.3 | 2 | -3 | 1 | -3 | -16
COc1cc(C2C(C#N)=C(N)Oc3cc(C)n(CC4CCCO4)c(=O)c32)cc2c1OCO2 (stereo not given) | -5 | . | -6 | . | 0.4 | -5 | -2 | 0 | 5 | 1
Cc1cc(O)c(C(C)C)cc1NC(=S)Nc1cc(C(C)C)c(O)cc1C | -2 | 4 | 7 | 12 | -1.0 | -5 | 1 | 10 | -6 | -7
CCOC(=O)CNC(=O)CSc1nnc(Cn2c(=O)sc3ccccc32)n1-c1ccccc1C | -8 | -6 | 8 | 10 | -1.9 | -3 | 2 | 2 | -6 | 5

Sorted by formula weight (falling): some entries from above
SMILES | HTR5A inv ag | Wnt act | MITF act | SR-BI HDL uptake | CDK5 p35 inh | V-ATPase pHluor | HTR5A ag ctr | NSD2 inh | PvdQ acylase | dFosB act
CC(=O)Nc1ccc(N2C(=O)C3C4CC(=O)C(c5ccccc54)C3C2=O)cc1 (stereo not given) | -36 | . | -7 | -14 | -0.4 | -3 | -2 | 0 | 5 | -4
Cc1cc(C)n(CCNC(=O)C2CCC(=O)N(CC3CCCCC3)C2)n1 (stereo not given) | 9 | 1 | 3 | -10 | . | -4 | 2 | -3 | -12 | -8
Cc1ccc(C2=NN(C(=O)CCCC(=O)O)C(c3ccco3)C2)cc1 (stereo not given) | 5 | 3 | 1 | -22 | -1.4 | -4 | -2 | 0 | -12 | -5
O=C(N/N=C/c1ccc(Br)o1)c1cccnc1 | 0 | -2 | 9 | 13 | 0.7 | -2 | 7 | -3 | -11 | 0
Cc1ccccc1-c1nc2cc(Cl)ccc2o1 | -9 | 38* | ? | -1 | 1.4 | 1 | 0 | 9 | -6 | -5

(continued)
SMILES | HTR5A inv ag | Wnt act | MITF act | SR-BI HDL uptake | CDK5 p35 inh | V-ATPase pHluor | HTR5A ag ctr | NSD2 inh | PvdQ acylase | dFosB act
Cc1cccn2c(=O)nc(SCC(=O)N3CCOCC3)nc12 | 9 | -1 | -2 | -13 | 0.3 | 3 | -3 | -1 | -8 | 3
O=C(Cn1ccc(NC(=O)OCc2ccccc2)nc1=O)NCC1CCCO1 (stereo not given) | 11 | 5 | 7 | -26 | 1.9 | -2 | 1 | . | -8 | -10
Cc1ccc2cc(NC(=O)Cc3ccccc3)ccc2n1 | . | 2 | . | -9 | -0.3 | 3 | . | -1 | -10 | -5
O=C(c1ccc2c(=O)n3c(nc2c1)CCCCC3)N1CCN(c2ccc(Cl)cc2)CC1 | -17 | 5 | . | 50 | -5.2 | 6 | 1 | . | -3 | -8
COCCN(CC(=O)Nc1cccc(C)c1C)C(=O)Cc1cccs1 | 16 | 0 | 0 | -18 | -1.2 | -2 | -6 | 0 | -4 | -11
CC(=O)NNC(=O)c1sc(=S)n(C)c1C | -8 | 2 | -5 | -5 | -0.5 | 5 | 3 | -2 | -13 | 4
O=C(CN1CCCCCC1)Nc1ccc(Br)cc1 | -3 | . | 9 | -24 | 0.9 | 4 | -1 | 1 | -8 | -6
COc1ccc(NC(=O)CSc2nnc(-c3cccs3)n2N)cc1S(N)(=O)=O | 2 | -3 | -3 | 4 | -1.4 | -3 | -1 | 0 | -11 | -7
Cc1ccnc2nc(C(=O)OCC(=O)c3ccc(Cl)cc3)nn12 | 18 | -2 | -10 | -15 | -0.8 | 0 | -7 | -1 | 1 | 0
O=C(O)CCc1ccc(-c2ccc(Br)cc2)o1 | 6 | . | -7 | -3 | -4.0 | 1 | -2 | 3 | 2 | -10
Cc1cccnc1NC(=S)Nc1ncccc1C | -5 | 28 | 101* | 6 | 7.3 | -4 | 1 | 0 | 6 | -6
CCC(=O)Nc1c(C)cc(C)cc1Cl | -40 | -2 | -2 | -18 | -1.4 | 2 | 14 | -2 | -18 | -2
CCc1nc2c(c(SC)nn2-c2ccccc2)c(N)c1C(=O)OC | -4 | . | 11 | -3 | 0.5 | 2 | -2 | . | 3 | 0
CC(=O)Nc1cccc(NC(=O)CSc2nccn2Cc2ccccc2)c1 | 8 | -2 | -13 | 7 | -2.5 | -1 | 2 | 2 | 5 | -2
CCOc1ccccc1N1CCN(C2=C(NS(=O)(=O)c3cccs3)C(=O)c3ccccc3C2=O)CC1 | -4 | . | -23 | 81* | 2.0 | . | -2 | 32 | -14 | -16

Looked up by compound from above:
SMILES | HTR5A inv ag | Wnt act | MITF act | SR-BI HDL uptake | CDK5 p35 inh | V-ATPase pHluor | HTR5A ag ctr | NSD2 inh | PvdQ acylase | dFosB act
O=C(Cn1ccc(NC(=O)OCc2ccccc2)nc1=O)NCC1CCCO1 (stereo not given) | 11 | 5 | 7 | -26 | 1.9 | -2 | 1 | . | -8 | -10
CCOc1ccccc1N1CCN(C2=C(NS(=O)(=O)c3cccs3)C(=O)c3ccccc3C2=O)CC1 | -4 | . | -23 | 81* | 2.0 | . | -2 | 32 | -14 | -16
O=C(O)CCc1ccc(-c2ccc(Br)cc2)o1 | 6 | . | -7 | -3 | -4.0 | 1 | -2 | 3 | 2 | -10
Cc1ccnc2nc(C(=O)OCC(=O)c3ccc(Cl)cc3)nn12 | 18 | -2 | -10 | -15 | -0.8 | 0 | -7 | -1 | 1 | 0
O=C(c1ccc2c(=O)n3c(nc2c1)CCCCC3)N1CCN(c2ccc(Cl)cc2)CC1 | -17 | 5 | . | 50 | -5.2 | 6 | 1 | . | -3 | -8

Later entries
SMILES | HTR5A inv ag | Wnt act | MITF act | SR-BI HDL uptake | CDK5 p35 inh | V-ATPase pHluor | HTR5A ag ctr | NSD2 inh | PvdQ acylase | dFosB act
COC(=O)[C@@H]1C[C@H]2CC[C@H](O)C[C@H]2N1Cc1ccc(N2CCN(C)CC2)cc1 | -22 | -2 | 14 | 2 | 2.2 | 7 | -4 | . | 2 | 1
O=C(Cc1ccccc1F)NC1CCCN(Cc2ccc(Cl)cc2)C1 (stereo not given) | -12 | -2 | -3 | -3 | 1.0 | 4 | 3 | 1 | -12 | -5
CCOC(=O)N1CCC2(CC1)C(C#N)=C(N)Oc1n[nH]c(C)c12 | -15 | 1 | . | -15 | -1.5 | 1 | 2 | . | 1 | -4
COc1cc(OC)c2ccc(=O)oc2c1C(CCN1CCN(c2ccccc2)CC1)c1ccc2c(c1)OCO2 (stereo not given) | -12 | -1 | -1 | 16 | 1.0 | 2 | 5 | . | -7 | 11
CC1CCN(C(=O)C2CCCN(S(=O)(=O)c3cccc4nsnc34)C2)CC1 (stereo not given) | -7 | 1 | 4 | 12 | -0.4 | 2 | 0 | -5 | -5 | 1
Cc1ccc(C(=O)CCC(=O)Nc2cc(C)ccn2)cc1 | 5 | 3 | -2 | 1 | -0.6 | 1 | -2 | 0 | -6 | -15
